Assay outcomes as filed in PubChem BioAssay.
MEKK3 PB1 HTS: modulators (inhibitors or enhancers) of MEK5 binding to human MEKK3 PB1 domain | AID 1529 | binding response (% of control), % at 10 µM | bead-based flow cytometry, Alexa488-MEK5 binding to MEKK3; actives lie on both sides; 0 = blocked by unlabeled MEK5, 100 = vehicle | actives 1.4% (n = 290,000);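 active = binding response more than 3 SD above or below the average of its plate-row segment, actives on both sides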;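 note: Alexa488 bead fluorescence after subtracting the streptavidin-only scavenger bead signal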
Target sequence (Q99759 whole entry, looked up, the tested form may be a part): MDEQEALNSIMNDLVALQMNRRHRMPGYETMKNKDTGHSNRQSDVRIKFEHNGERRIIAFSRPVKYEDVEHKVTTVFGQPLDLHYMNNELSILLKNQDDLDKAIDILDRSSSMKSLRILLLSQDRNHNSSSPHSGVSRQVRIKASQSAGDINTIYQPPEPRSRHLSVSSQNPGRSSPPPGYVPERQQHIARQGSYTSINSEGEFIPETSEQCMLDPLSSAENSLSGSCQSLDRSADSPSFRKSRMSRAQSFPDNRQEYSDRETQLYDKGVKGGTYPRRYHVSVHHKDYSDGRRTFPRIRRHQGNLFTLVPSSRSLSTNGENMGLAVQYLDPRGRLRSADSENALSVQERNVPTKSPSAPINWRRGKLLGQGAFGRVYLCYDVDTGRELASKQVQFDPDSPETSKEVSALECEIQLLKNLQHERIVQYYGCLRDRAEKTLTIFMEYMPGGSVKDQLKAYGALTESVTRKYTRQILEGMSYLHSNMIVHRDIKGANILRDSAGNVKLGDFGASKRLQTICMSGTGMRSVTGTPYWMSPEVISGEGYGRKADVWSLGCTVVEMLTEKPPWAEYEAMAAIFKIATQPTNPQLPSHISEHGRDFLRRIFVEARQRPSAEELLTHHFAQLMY
VIM-2 inhibitor: blocks Pseudomonas aeruginosa VIM-2 metallo-beta-lactamase; purified VIM-2, nitrocefin hydrolysis, epi-absorbance fluorescence; inhibition, % at 5.6 µM; actives 0.89% (n = 290,000); AID 1527;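 active = inhibition above the mean of all tested compounds plus 3 SD, cutoff set per screening run, cut at about 7.5% in these data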;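 note: red hydrolysis product quenches plate fluorescence so inhibitors raise well fluorescence; 0% = enzyme with DMSO and 100% = DMSO without enzyme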
pCIP destab: p/CIP protein destabilization; F442A p/CIP-EGFP cells, EGFP fluorescence, 16 h; AID 1984; actives 0.01% (n = 290,000); Q05BA5; decrease of EGFP signal, % at 10 µM;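 active = EGFP signal decrease of at least 30% at 10 µM or well 3 SD below plate mean, unless failing retest; inactive = the rest, including hits failing retest or dose response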; note: some compounds called inactive have numbers as strong as hits; many of its hits are not listed in these tables
IMP-1 inhibitor: inhibitors of Pseudomonas aeruginosa IMP-1 metallo-beta-lactamase. actives 0.45% (n = 290,000). purified IMP-1, nitrocefin hydrolysis, epi-absorbance fluorescence. AID 1556. inhibition, % at 5.6 µM;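 active = inhibition above the mean plus 3 SD of all compounds in the same screening run, cut at about 4.5% in these data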;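 note: 0% = IMP-1 with DMSO and 100% = DMSO wells lacking enzyme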
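System: purified IMP-1; amount: IMP-1 0.2 nM before substrate addition; compound: single dose, 5.6 µM; times: 25 °C, 15 min preincubation, 25 min reaction; signal: Epi-absorbance via hydrolysed-nitrocefin quenching of white-plate fluorescence, 480/530 nm, EDTA stop; benchmarks: DMSO with and without IMP-1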
UBC9 SUMO inh: inhibitors of human SUMOylation (UBC9). HTRF SUMOylation assay, SAE1/SAE2 + UBC9, in vitro. inhibition, % at 35 µM. AID 2006. actives 0.36% (n = 290,000). P63279; in the data active = inhibition above about 50%, passing the limit was not always enough; note: strong numbers were not always called active
Target sequence (P63279 whole entry, looked up): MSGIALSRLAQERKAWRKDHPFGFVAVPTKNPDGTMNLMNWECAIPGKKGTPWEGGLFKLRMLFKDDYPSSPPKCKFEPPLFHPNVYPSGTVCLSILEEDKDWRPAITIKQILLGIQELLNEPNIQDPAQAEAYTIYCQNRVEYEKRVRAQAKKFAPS
DNA FID counter: fluorescent intercalator displacement, NS3 helicase counter-screen. AID 1845. inhibition, % at 7.9 µM. actives 0.17% (n = 290,000). DNA fluorescent intercalator displacement, fluorescence; in the data active = inhibition above about 37%;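 note: 0% = vehicle and 100% = reference compound; higher means more ethidium bromide displaced from hairpin DNA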
PHOSPHO1 block: PHOSPHO1 (human) inhibition | Q8TCT1 | recombinant PHOSPHO1, absorbance phosphatase assay | inhibition, % at 13.3 µM | actives 1.1% (n = 290,000) | AID 1565; in the data active = inhibition above about 60%
Target sequence (Q8TCT1 whole entry, looked up): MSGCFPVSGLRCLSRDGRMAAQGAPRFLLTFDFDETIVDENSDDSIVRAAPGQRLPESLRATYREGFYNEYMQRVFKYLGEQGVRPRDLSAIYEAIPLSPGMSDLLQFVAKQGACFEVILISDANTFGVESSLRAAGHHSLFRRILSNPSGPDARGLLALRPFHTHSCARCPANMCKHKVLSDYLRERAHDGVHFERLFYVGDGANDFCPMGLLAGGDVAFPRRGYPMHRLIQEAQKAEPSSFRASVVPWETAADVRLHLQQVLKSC
NS3 helicase inh: inhibitors of Hepatitis C virus NS3 helicase. NS3 helicase DNA unwinding, Cy5 molecular beacon fluorescence. inhibition, % at 10.9 µM. actives 0.56% (n = 290,000). AID 1800;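 active = inhibition above the mean of all tested compounds plus 3 SD, set per campaign, cut at about 35% in these data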;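 note: 0% = DMSO wells and 100% = thioflavine S control wells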
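Test system: hepatitis C virus NS3 helicase domain fragment enzyme. Also added: annealed dual-labelled DNA beacon duplex, ATP-started. Timing: 60 min unwinding reaction at 25 °C after ATP addition. Technique: Cy5 fluorescence. Measure: % inhibition of unwinding.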
IDE cell activ: activators of human insulin-degrading enzyme in cells; P14735; actives 0.073% (n = 340,000); HEK cells, FAbeta-B cleavage, fluorescence polarization; 0% vehicle, 100% cell-free pure enzyme wells; activation, % at 5.96 µM;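 active = activation above the mean of all tested compounds plus 3 SD, set per screening campaign, cut at about 17% in these data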
An asterisk follows results filed as active; / = not tested or not shown.

SMILES	MEKK3 PB1 HTS	VIM-2 inhibitor	pCIP destab	IMP-1 inhibitor	UBC9 SUMO inh	DNA FID counter	PHOSPHO1 block	NS3 helicase inh	IDE cell activ
Cc1csc(NC(=O)c2nc(-c3ccccc3)n(-c3ccccc3)n2)n1	92	-4.6	-4	-5.3	11	-19	1	7	4
COC(=O)c1ccc(C2c3[nH]c4ccccc4c3C[C@H]3C(=O)N(C4CC4)CC(=O)N23)cc1 (stereo partly specified)	102	-3.8	26	-3.7	4	-39	/	-5	2
O=c1cc(CN2CCOCC2)nc(C2CC2)[nH]1	107	1.9	-4	1.8	-15	3	11	10	-2
COc1ccc(NC(=S)NC2CCN(Cc3ccccc3)CC2)cc1OC	99	-2.0	-3	-2.9	2	13	47	10	2
COc1cccc(NC(=O)c2cc([N+](=O)[O-])ccc2N2CCN(C)CC2)c1	105	0.1	-23	-2.4	4	10	17	-1	2
CC(=O)NCCc1cc2cc(C)c(C)cc2[nH]c1=O	/	0.6	11	-2.6	-20	1	-18	-7	7
COc1ccc(C2=NN(c3nc(C(=O)O)cs3)C(O)(C(F)(F)F)C2)c(OC)c1 (stereo unspecified)	98	-1.1	-10	-1.8	43	-33	-95	4	2
CC(=O)NC(CC(=O)NC1CCCCC1)c1ccccc1 (stereo unspecified)	99	-2.0	-14	-4.0	-8	-1	-9	-6	-2
O=C(NCc1ccc(Cl)cc1)c1ccc(CNc2c(N3CCCC3)c(=O)c2=O)cc1	105	-1.8	2	-2.4	1	-8	13	-4	4
CCOC(=O)N1CCC(N2C(=O)c3ccccc3C2Nc2ccc3c(C)cc(=O)oc3c2)CC1 (stereo unspecified)	93	-4.7	3	-2.9	18	-36	-3	2	1
CNC(=O)c1nnc(Cc2ccc(F)cc2)o1	104	/	-28	/	23	/	20	/	8
CCCn1cc(S(=O)(=O)CC(=O)Nc2ccc(OCC)cc2)c2ccccc21	108	-1.7	-2	-2.8	12	-6	7	0	-1
CCOC(=O)c1sc(NC(=O)CSc2ncn[nH]2)c(C#N)c1C	104	0.5	-3	-2.4	6	-5	10	10	4
COc1ccc(NC(=S)N2CCc3cc(OC)c(OC)cc3C2)cc1	88	0.8	7	0.5	14	-10	-41	10	-3
CCCCC(O)(CCCC)C(=O)NN(C(=O)OC)c1ccc(C)cc1	72	0.5	8	1.0	6	-20	20	21	9
CC(C(=O)Nc1ccccc1F)N1C(=O)c2ccccc2C1=O (stereo unspecified)	101	-1.8	-6	-2.8	12	5	18	5	3
Cc1cccc2cc(CN(Cc3nnnn3C3CCCC3)C3CCCCC3)c(=O)[nH]c12	101	-1.8	/	-5.3	/	-3	/	-2	2
O=C(NCCN1CCOCC1)c1cccs1	103	-4.7	-1	-2.3	2	-3	7	1	-1
COc1cc(S(=O)(=O)NCC2CCCO2)c(OC)cc1Cl (stereo unspecified)	102	-3.6	2	-4.4	11	-2	33	0	0
Cc1ccc(C)c(C(=O)CN2C3=NCCCN3c3ccccc32)c1	101	1.5	-6	-2.3	10	9	41	-9	-8
O=C(CSc1nnc2ccccn12)Nc1ccccc1C(=O)O	99	-0.3	10	-0.1	-4	-12	2	-10	-6
COc1ccccc1Oc1coc2c(CN(C)C)c(O)ccc2c1=O	99	-1.8	1	0.1	38	1	-53	-1	6
COc1ccc(OC)c(/C=N/NC(=O)c2ccc3nc[nH]c3c2)c1	107	-1.7	-15	-1.7	26	-9	10	-9	3
Cc1nnc(SCc2ccc(C(=O)Nc3cc(Cl)ccc3C)cc2)s1	103	-2.2	-8	-1.1	9	-23	2	-8	-2
CCOc1ccc(N=C2C(=O)N(CN3CCOCC3)c3ccccc32)cc1	99	-3.6	-2	0.4	20	4	6	4	0
O=C(O)c1cnn(-c2nc(-c3ccc(F)cc3)cs2)c1C(F)(F)F	97	0.6	-15	-2.3	20	-14	38	1	-2
Cc1ccc(C)c(NC(=O)NNC(=O)c2cc3occc3[nH]2)c1	98	-3.6	-2	-3.8	11	-7	-29	4	3
NC1=NC(c2cn[nH]c2-c2cccc(F)c2)n2c(nc3ccccc32)N1 (stereo unspecified)	109	-3.1	14	-2.8	11	0	6	-9	1
COc1ccccc1CCNC(=O)c1cc(-c2ccncc2)nc2ccc(Br)cc12	91	2.1	2	-1.3	23	-6	54	-16	4
CC(=O)N1CCN(C(=O)CCCNC(=O)c2ccc(Cl)cc2)CC1	96	1.5	23	0.8	2	-5	-21	-2	-3
N#Cc1nc(-c2ccco2)oc1N1CCCC1	100	-3.8	3	-3.7	2	-3	-12	2	4
Cc1cc(C(=O)COC(=O)c2ccc[nH]c2=O)c(C)n1-c1ccc(Br)cc1	97	-4.1	-6	-3.4	15	-6	-13	18	5
O=C(NC1CCSc2ccccc21)c1c(F)cccc1Cl (stereo unspecified)	99	2.1	-3	1.7	4	-5	24	-1	-1
CCOC(=O)c1ccccc1NS(=O)(=O)c1ccc(S(=O)(=O)N2CCCC2)cc1	102	-2.2	-6	-3.3	6	-6	1	-2	-3
CCOc1ccc(NC(=O)C(C)NS(=O)(=O)c2ccc(NC(C)=O)cc2)cc1 (stereo unspecified)	107	-1.8	-4	-1.5	16	-2	8	-7	6
Cc1ccc(CN(CC(=O)NC2CCCCC2)C(=O)c2csnn2)cc1	103	0.1	-8	-2.2	-10	-24	15	-1	-4
Cc1c(C(=O)OCC(=O)N2CC(=O)Nc3ccccc32)oc2ccc(Br)cc12	/	-0.2	-7	-3.7	18	-1	-1	4	6
CCCC(C)NC(=O)c1ccc2[nH]c3c(c2c1)CC(C)CC3 (stereo unspecified)	58	3.6	-2	-0.6	-8	-19	52	5	0
CCCCCc1nc2sc3c(c2c(=O)n1NC(=O)c1ccc([N+](=O)[O-])cc1)CC(C)(C)OC3	98	-3.8	-6	-0.3	4	-18	11	5	4
CCCCS(=O)(=O)N1CCC(C(=O)Oc2ccc(Cl)cc2)CC1	103	-2.3	10	-0.7	1	-33	/	-9	-1
O=C1CCCC(O)=C1N=Nc1ccc(C(=O)O)cc1	102	-3.4	-6	-2.7	26	-6	7	25	2
O=C(COC(=O)/C=C/c1ccc(Cl)cc1)Nc1ccccc1-c1ccccc1	109	-2.0	-6	-2.2	-8	-2	-13	3	1
CSc1cccc(NC(=O)c2cccc3cccnc23)c1	101	-2.4	0	-1.1	0	-20	27	-1	3
Cc1cc(=O)[nH]c(SCC(=O)Nc2ccc(Cl)cn2)n1	101	-2.6	-5	-3.5	12	-2	-14	-5	1
C=CCn1c(SCC(=O)N2CCOCC2)nc2sc(C)c(C)c2c1=O	101	0.8	5	-3.3	2	-27	48	-8	-8

Single entries from the list.
`C=CCn1c(SCC(=O)N2CCOCC2)nc2sc(C)c(C)c2c1=O` in IDE cell activ reads -8
`CCOC(=O)c1ccccc1NS(=O)(=O)c1ccc(S(=O)(=O)N2CCCC2)cc1` in IDE cell activ reads -3
`Cc1c(C(=O)OCC(=O)N2CC(=O)Nc3ccccc32)oc2ccc(Br)cc12` in DNA FID counter reads -1
`CCCCS(=O)(=O)N1CCC(C(=O)Oc2ccc(Cl)cc2)CC1` in NS3 helicase inh reads -9

Other compounds:
SMILES	MEKK3 PB1 HTS	VIM-2 inhibitor	pCIP destab	IMP-1 inhibitor	UBC9 SUMO inh	DNA FID counter	PHOSPHO1 block	NS3 helicase inh	IDE cell activ
CC(=O)N(/N=C1\Sc2ccccc2C1=O)c1ccccc1C	107	1.7	-10	0.0	40	-1	-123	-7	1
CCOC(=O)c1[nH]c(C)c(C(=O)OC)c1C	98	-5.1	-3	-3.8	12	-6	32	-3	1
CSc1ccccc1NC(=S)Nc1cccc(C(F)(F)F)c1	98	-2.1	0	-2.0	1	3	-48	2	7
CCc1ccc(S(=O)(=O)c2n[nH]n3c2nc(=O)c2ccccc23)cc1	105	-2.2	-1	-3.5	14	-29	14	22	-4
O=C(NN1CCCCC1)c1cnn2c(C(F)F)cc(-c3ccccc3)nc12	102	1.4	-6	-1.5	4	-7	15	0	5
COc1ccc(NC(=O)CCN2CC(C)OC(C)C2)c(OC)c1 (stereo unspecified)	86	-2.2	-7	-2.8	-4	0	0	-3	-2
O=C(Cc1ccccc1)NCC(=O)Nc1cc(Cl)ccc1Cl	91	-0.5	-4	-1.0	-8	-8	6	-7	1
Cc1[nH]c(C)c(S(=O)(=O)Nc2cccc(Cl)c2C)c1C(=O)N1CCCC1	95	-2.8	0	-3.4	3	-20	22	0	0
O=C(CN1CCN(c2ccc(Cl)cc2)CC1)Nc1ccc(F)cc1	101	-1.0	-4	-6.2	2	-17	-8	2	1
COc1ccc(Cl)cc1C(=O)O/N=C(\N)c1ccc(Cl)cc1	94	-2.1	-2	0.2	-3	-1	-5	-3	-2
CCOC(=O)c1ccc(NC(=S)NC2CC(C)(C)NC(C)(C)C2)cc1	116	2.1	-7	-1.4	7	28	37	-41	-4
COc1ccc(OCC(=O)Nc2ccc(N3CCN(C(=O)c4ccccc4C)CC3)cc2)cc1	97	1.1	5	-0.6	-1	-33	6	-9	5
CCc1cccc(C)c1N(C(=O)Cn1c(=O)[nH]c2ccccc21)C(C)COC (stereo unspecified)	111	-0.5	-10	-2.5	2	-32	-18	-4	0
CCc1c(C)nc(SCC(=O)N2CCN(c3ccccc3OC)CC2)[nH]c1=O	112	0.4	3	-2.4	10	2	16	1	1
CCCCN(CC)CCCNC(=O)Cn1nc(Cc2cccnc2)c2ccccc2c1=O	96	-2.3	-28	-4.6	14	2	-12	4	4
O=C(CN1CCN(CCOCCO)CC1)N1c2ccccc2Sc2ccc(Cl)cc21	106	-5.1	-8	-7.3	-14	19	22	6	3
O=C1C2CCCN2C(c2ccccc2)N1c1cccc(Cl)c1 (stereo unspecified)	91	-1.7	-1	-0.4	-2	-2	-5	1	1
CCOc1ccc(N2CC(C(=O)NCCN3C(=O)S/C(=C\c4ccc(OC)cc4)C3=O)CC2=O)cc1 (stereo unspecified)	98	-2.4	-6	-2.9	7	0	13	-4	2
COC(=O)c1ccc(COc2ccc3ccc(=O)oc3c2)o1	99	-1.1	2	-2.7	14	-12	/	-2	-3
CCOc1ccc(CN(C)C(=O)c2cccnc2OCC)cc1OC	91	-1.9	16	-3.4	2	-13	-63	-4	5
CCOc1ccc(C(=O)NC(=S)Nc2ccc(NC(=O)CC)cc2)cc1[N+](=O)[O-]	116	-3.2	6	-1.9	8	0	-10	-6	-4
CC(C)(C)NC(=O)C(c1ccc(F)cc1)N(CC1CCCO1)C(=O)CCC(=O)Nc1ccccn1 (stereo unspecified)	105	-3.9	-17	-3.2	0	-39	6	-11	0
CC1CC(C)CN(CC(C)(C)NS(=O)(=O)c2ccccc2)C1 (stereo unspecified)	105	-2.7	6	-1.9	-14	9	7	3	5
Cc1ccc(-n2ncc(C(=O)N3CCc4ccccc4C3)c2NC(=O)c2ccco2)cc1C	92	-1.6	-10	-2.9	-13	-21	-23	0	0

Retrieved one by one from the list above:
SMILES	MEKK3 PB1 HTS	VIM-2 inhibitor	pCIP destab	IMP-1 inhibitor	UBC9 SUMO inh	DNA FID counter	PHOSPHO1 block	NS3 helicase inh	IDE cell activ
CCCn1cc(S(=O)(=O)CC(=O)Nc2ccc(OCC)cc2)c2ccccc21	108	-1.7	-2	-2.8	12	-6	7	0	-1
COC(=O)c1ccc(COc2ccc3ccc(=O)oc3c2)o1	99	-1.1	2	-2.7	14	-12	/	-2	-3

These rows are one share of the data (hit frequency here may not be typical).
